Source: PubChem
TcdB inh – TcdB glycohydrolase inhibitors, primary screen, biochemical, single point, plate reader. Toxin B (Clostridioides difficile), P18177. 350,000 tested, 0.24% active. AID 652162, 2013. inhibition, % at 9.99 µM. TcdB glycohydrolase enzymatic assay; in the data active = inhibition above about 10%
Target sequence (P18177 whole entry, looked up): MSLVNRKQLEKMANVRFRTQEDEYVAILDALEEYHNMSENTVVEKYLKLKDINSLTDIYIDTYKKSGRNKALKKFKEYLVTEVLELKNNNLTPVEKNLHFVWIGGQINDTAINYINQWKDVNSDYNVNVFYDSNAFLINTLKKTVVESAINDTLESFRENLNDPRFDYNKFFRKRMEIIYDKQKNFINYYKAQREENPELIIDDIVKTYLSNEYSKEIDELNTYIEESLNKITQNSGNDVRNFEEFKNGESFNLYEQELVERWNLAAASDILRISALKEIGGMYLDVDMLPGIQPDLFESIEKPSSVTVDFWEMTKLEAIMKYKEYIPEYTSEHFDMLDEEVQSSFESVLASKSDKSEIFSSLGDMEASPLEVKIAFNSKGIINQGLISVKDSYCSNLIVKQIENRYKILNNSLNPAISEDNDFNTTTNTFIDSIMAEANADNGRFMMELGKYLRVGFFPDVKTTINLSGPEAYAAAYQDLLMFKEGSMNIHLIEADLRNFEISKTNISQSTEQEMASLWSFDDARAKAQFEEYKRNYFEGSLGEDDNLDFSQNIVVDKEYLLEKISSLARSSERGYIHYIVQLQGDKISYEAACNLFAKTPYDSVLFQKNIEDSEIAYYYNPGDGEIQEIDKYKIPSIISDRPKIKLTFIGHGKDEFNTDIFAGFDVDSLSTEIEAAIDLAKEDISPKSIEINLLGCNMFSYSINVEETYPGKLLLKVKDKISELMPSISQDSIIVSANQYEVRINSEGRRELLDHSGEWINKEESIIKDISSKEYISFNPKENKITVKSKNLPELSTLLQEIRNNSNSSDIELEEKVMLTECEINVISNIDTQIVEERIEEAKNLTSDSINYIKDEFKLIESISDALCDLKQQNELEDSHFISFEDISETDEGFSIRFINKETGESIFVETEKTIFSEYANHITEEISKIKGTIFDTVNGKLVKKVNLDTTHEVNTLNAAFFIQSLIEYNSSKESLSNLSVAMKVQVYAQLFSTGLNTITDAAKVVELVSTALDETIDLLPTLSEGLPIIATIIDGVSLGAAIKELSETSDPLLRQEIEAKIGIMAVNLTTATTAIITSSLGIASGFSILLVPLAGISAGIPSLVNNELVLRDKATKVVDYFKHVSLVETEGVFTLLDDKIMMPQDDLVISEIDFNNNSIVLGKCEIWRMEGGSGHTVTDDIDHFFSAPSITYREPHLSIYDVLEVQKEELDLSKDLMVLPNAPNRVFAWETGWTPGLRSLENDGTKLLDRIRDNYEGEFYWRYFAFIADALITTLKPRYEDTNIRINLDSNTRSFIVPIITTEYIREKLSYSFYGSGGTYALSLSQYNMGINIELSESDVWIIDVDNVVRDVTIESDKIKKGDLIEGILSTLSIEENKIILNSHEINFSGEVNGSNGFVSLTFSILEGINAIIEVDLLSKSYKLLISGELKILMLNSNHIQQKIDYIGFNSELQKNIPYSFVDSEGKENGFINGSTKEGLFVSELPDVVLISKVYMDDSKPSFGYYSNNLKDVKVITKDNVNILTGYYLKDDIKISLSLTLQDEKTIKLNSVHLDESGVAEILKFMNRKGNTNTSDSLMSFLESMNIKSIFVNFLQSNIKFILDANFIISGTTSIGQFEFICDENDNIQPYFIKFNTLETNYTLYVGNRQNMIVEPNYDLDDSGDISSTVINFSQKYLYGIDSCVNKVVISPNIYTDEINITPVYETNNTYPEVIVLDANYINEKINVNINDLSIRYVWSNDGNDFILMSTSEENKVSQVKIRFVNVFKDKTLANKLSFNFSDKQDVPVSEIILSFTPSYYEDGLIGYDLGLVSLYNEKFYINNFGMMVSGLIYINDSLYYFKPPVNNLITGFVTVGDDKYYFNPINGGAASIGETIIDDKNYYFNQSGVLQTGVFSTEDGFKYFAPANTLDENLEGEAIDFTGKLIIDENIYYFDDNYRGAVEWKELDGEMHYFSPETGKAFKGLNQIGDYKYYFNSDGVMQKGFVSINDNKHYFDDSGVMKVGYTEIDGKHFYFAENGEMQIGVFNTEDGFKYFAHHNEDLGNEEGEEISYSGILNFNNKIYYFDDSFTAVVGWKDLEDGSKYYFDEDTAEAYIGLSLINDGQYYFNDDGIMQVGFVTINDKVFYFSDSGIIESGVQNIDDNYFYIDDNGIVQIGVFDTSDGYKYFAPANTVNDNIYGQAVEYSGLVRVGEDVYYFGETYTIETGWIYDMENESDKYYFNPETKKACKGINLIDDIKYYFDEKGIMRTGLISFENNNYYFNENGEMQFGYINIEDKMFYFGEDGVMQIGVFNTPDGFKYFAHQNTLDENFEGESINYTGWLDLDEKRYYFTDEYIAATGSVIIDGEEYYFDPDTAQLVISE
* marks the source's active call; other numbers are inactive results; & = joins results of further samples.

Start of the data: the first 10 entries as a preview:
SMILES	TcdB inh
C[C@@H]1CN([C@H](C)CO)C(=O)c2cc(NC(=O)CCN3CCOCC3)ccc2O[C@H]1CN(C)C	0.8
C[C@@H]1CCCCO[C@H](CN(C)C(=O)Nc2ccc(F)cc2)[C@@H](C)CN([C@@H](C)CO)C(=O)c2cc(NC(=O)c3ccccc3)ccc2O1	0.0
CO[C@@H]1CN(C)C(=O)c2cc(NC(=O)NC(C)C)ccc2OC[C@@H](C)N(CC2CC2)C[C@@H]1C	0.1
O=C(NC[C@H]1[C@@H](c2ccccc2)[C@H](CO)N1Cc1cccnc1)c1ccccn1	2.6
O=C(C[C@@H]1CC[C@H](NC(=O)C2CCC2)[C@@H](CO)O1)NCc1ccncc1	-0.6
COc1ccc(NC(=O)N(C)C[C@@H]2Oc3c(NC(=O)c4ccncc4)cccc3C(=O)N([C@H](C)CO)C[C@H]2C)cc1	0.1
COCCNC(=O)C[C@@H]1CC[C@@H](NS(=O)(=O)c2ccc(C)cc2)[C@H](CO)O1	-0.5
Cc1noc(C)c1S(=O)(=O)N(C)C[C@@H]1OCCCC[C@@H](C)Oc2ccc(N(C)C)cc2C(=O)N([C@@H](C)CO)C[C@H]1C	-27
CC(C)CC#Cc1ccc2c(c1)O[C@H](CN(C)S(=O)(=O)c1cccc(F)c1)[C@H](C)CN([C@@H](C)CO)S2(=O)=O	0.3
C[C@@H](O)C#Cc1ccc([C@H]2[C@H](CO)N3CCCCN(S(=O)(=O)c4ccccc4)C[C@@H]23)cc1	-0.4

This part in full, from the first entry:
SMILES	TcdB inh
C[C@@H]1CN([C@H](C)CO)C(=O)c2cc(NC(=O)CCN3CCOCC3)ccc2O[C@H]1CN(C)C	0.8
C[C@@H]1CCCCO[C@H](CN(C)C(=O)Nc2ccc(F)cc2)[C@@H](C)CN([C@@H](C)CO)C(=O)c2cc(NC(=O)c3ccccc3)ccc2O1	0.0
CO[C@@H]1CN(C)C(=O)c2cc(NC(=O)NC(C)C)ccc2OC[C@@H](C)N(CC2CC2)C[C@@H]1C	0.1
O=C(NC[C@H]1[C@@H](c2ccccc2)[C@H](CO)N1Cc1cccnc1)c1ccccn1	2.6
O=C(C[C@@H]1CC[C@H](NC(=O)C2CCC2)[C@@H](CO)O1)NCc1ccncc1	-0.6
COc1ccc(NC(=O)N(C)C[C@@H]2Oc3c(NC(=O)c4ccncc4)cccc3C(=O)N([C@H](C)CO)C[C@H]2C)cc1	0.1
COCCNC(=O)C[C@@H]1CC[C@@H](NS(=O)(=O)c2ccc(C)cc2)[C@H](CO)O1	-0.5
Cc1noc(C)c1S(=O)(=O)N(C)C[C@@H]1OCCCC[C@@H](C)Oc2ccc(N(C)C)cc2C(=O)N([C@@H](C)CO)C[C@H]1C	-27
CC(C)CC#Cc1ccc2c(c1)O[C@H](CN(C)S(=O)(=O)c1cccc(F)c1)[C@H](C)CN([C@@H](C)CO)S2(=O)=O	0.3
C[C@@H](O)C#Cc1ccc([C@H]2[C@H](CO)N3CCCCN(S(=O)(=O)c4ccccc4)C[C@@H]23)cc1	-0.4
CC(C)NC(=O)Nc1ccc2c(c1)C(=O)N([C@H](C)CO)C[C@@H](C)[C@@H](CN(C)Cc1ccccc1)O2	0.9
C[C@H]1CN([C@@H](C)CO)C(=O)c2cc(NS(=O)(=O)c3ccc(F)cc3)ccc2O[C@H]1CN(C)C(=O)Nc1ccc(F)cc1	1.0
CCCN(C)C[C@@H]1OCCCC[C@@H](C)Oc2ccc(NC(=O)NC(C)C)cc2C(=O)N([C@@H](C)CO)C[C@@H]1C	-2.0
CO[C@H]1CN(C)C(=O)c2ccc(NC(=O)c3ccc4c(c3)OCO4)cc2OC[C@@H](C)NC[C@@H]1C	0.3
CN(C)CC#Cc1ccc([C@H]2[C@@H](CO)N3CCCCN(C(=O)c4ccc5c(c4)OCO5)C[C@@H]23)cc1	-0.1
CCCNC(=O)Nc1ccc2c(c1)OC[C@H](C)N(C(=O)C1CCC1)C[C@H](C)[C@H](OC)CN(C)C2=O	-0.5
C[C@@H]1CN([C@@H](C)CO)C(=O)c2cc(NC(=O)Nc3cccc4ccccc34)ccc2O[C@@H]1CN(C)Cc1ccc(Cl)c(Cl)c1	-0.5
COc1ccc(C#Cc2cnc3c(c2)C(=O)N([C@H](C)CO)C[C@@H](C)[C@@H](CN(C)C(=O)CC2CC2)O3)cc1	2.6
C[C@H]1CN([C@@H](C)CO)C(=O)Cc2cc(NS(=O)(=O)c3cn(C)cn3)ccc2O[C@H]1CN(C)S(=O)(=O)c1ccccc1	-1.4
O=C(C[C@H]1C=C[C@@H](NC(=O)c2ccccc2)[C@H](CO)O1)Nc1ccc(-c2ccccc2)cc1	-0.2
C[C@H]1CN([C@@H](C)CO)C(=O)Cc2cc(NC(=O)Nc3cccc4ccccc34)ccc2O[C@H]1CN(C)S(=O)(=O)c1cn(C)cn1	0.0
CN(C)CC#Cc1ccc([C@H]2[C@@H](CO)N3CCCCN(C(=O)Nc4ccccc4F)C[C@H]23)cc1	-0.3
C[C@H](CO)N1C[C@H](C)[C@H](CN(C)Cc2ccc(-c3ccccc3)cc2)Oc2ccc(NC(=O)Cn3cnnn3)cc2CC1=O	0.2
Cc1noc(C)c1NC(=O)N(C)C[C@@H]1OCCCC[C@@H](C)Oc2ccc(NC(=O)c3ccncc3)cc2C(=O)N([C@@H](C)CO)C[C@H]1C	0.6
CN1C(=O)c2cc(NS(=O)(=O)c3ccc(Cl)cc3)ccc2OC[C@@H]2O[C@H](CC(=O)N3CCc4ccccc4C3)CC[C@H]21	-0.7
CN1C(=O)c2cc(NC(=O)C3CCOCC3)ccc2OC[C@@H]2O[C@H](CC(=O)NCc3ccc4c(c3)OCO4)CC[C@H]21	0.4
Cc1noc(C)c1NC(=O)Nc1ccc2c(c1)CC(=O)N([C@@H](C)CO)C[C@H](C)[C@@H](CN(C)S(=O)(=O)c1ccc(F)cc1)O2	0.2
OC[C@@H]1[C@@H](c2ccccc2)C2(CN(Cc3nccs3)C2)N1Cc1ccccc1	-1.2
C[C@H](CO)N1C[C@H](C)[C@H](CN(C)Cc2ccccc2C(=O)O)Oc2ncc(C3=CCCCC3)cc2C1=O	-0.6
C[C@@H]1CN([C@@H](C)CO)C(=O)c2cc(N(C)C)ccc2O[C@H]1CN(C)Cc1ccccc1	-2.2
C[C@@H]1CN([C@@H](C)CO)C(=O)c2cc(/C=C/c3ccccc3)cnc2O[C@H]1CN(C)S(=O)(=O)c1cccs1	-5.7
O=C([C@H]1[C@H](CO)[C@H]2Cn3c(ccc(-c4ccc(F)cc4)c3=O)[C@H]2N1Cc1cocn1)N1CCCCC1	-0.7
COCCCNC(=O)[C@@]1(Cc2ccccc2N=[N+]=[N-])N=C(c2ccc(OCCCO)cc2)O[C@H]1c1ccccc1N=[N+]=[N-]	-0.1
COc1ccc(NC(=O)N(C)C[C@@H]2Oc3ncc(C#Cc4ccc(OC)c(OC)c4)cc3C(=O)N([C@H](C)CO)C[C@@H]2C)cc1	-0.4
COc1ccc(S(=O)(=O)N(C)C[C@@H]2Oc3ncc(Br)cc3C(=O)N([C@H](C)CO)C[C@@H]2C)cc1	-4.4&-1.7
OC[C@H]1[C@H](c2ccccc2)C2(CN(Cc3cccnc3)C2)N1Cc1ccncc1	0.3
C[C@@H]1CN([C@H](C)CO)C(=O)c2cc(N(C)C)ccc2O[C@H]1CN(C)Cc1ccc(C(F)(F)F)cc1	-2.1
Cc1noc(C)c1NC(=O)N(C)C[C@@H]1Oc2ncc(C#CC3CCCCC3)cc2C(=O)N([C@H](C)CO)C[C@H]1C	-0.1
C[C@@H]1CCCCO[C@H](CN(C)C(=O)NC2CCCCC2)[C@@H](C)CN([C@@H](C)CO)C(=O)c2cc(NS(=O)(=O)c3cn(C)cn3)ccc2O1	2.0
COc1ccccc1-c1ccc(C2[C@H]3CNC[C@@H]2N3S(=O)(=O)c2ccccc2OC)cc1 (stereo partly specified)	-1.4
COc1cc(CN2CC3(CCN(S(=O)(=O)c4cccs4)CC3)c3c(n(C)c4cc(OC)ccc34)[C@H]2CO)cc(OC)c1	0.4
O=C(C[C@@H]1CC[C@@H](NC(=O)c2ccccc2)[C@H](CO)O1)NCc1ccncn1	0.9
CC(C)NC(=O)N[C@H]1C=C[C@@H](CC(=O)NC2Cc3ccccc3C2)O[C@@H]1CO	-5.7
C[C@@H]1CN([C@@H](C)CO)C(=O)Cc2cc(NS(=O)(=O)c3cn(C)cn3)ccc2O[C@@H]1CN(C)Cc1ccc(C(=O)Nc2ccccc2N)cc1	-0.3
COc1ccc(CN(C)C[C@@H]2Oc3ccc(NC(=O)Cn4cnnn4)cc3C(=O)N([C@@H](C)CO)C[C@H]2C)cc1	0.4
C[C@@H]1CN([C@H](C)CO)C(=O)CCCn2cc(nn2)CO[C@@H]1CN(C)S(=O)(=O)c1ccc2c(c1)OCCCO2	1.0
COc1ccccc1CN1CC[C@@H]2[C@@H](CO)Nc3ccc(-c4ccc(C(=O)N(C)C)cc4)cc3[C@@H]21	1.3
C[C@H]1CN([C@@H](C)CO)C(=O)Cc2cc(NC(=O)CCCCCC(=O)Nc3ccccc3N)ccc2O[C@H]1CN(C)Cc1ccc2c(c1)OCO2	-6.0
C[C@@H]1CN([C@H](C)CO)S(=O)(=O)c2ccc(-c3ccccc3)cc2O[C@H]1CN(C)Cc1cccnc1	-0.9
O=C(C[C@H]1CC[C@H]2[C@@H](COC[C@H](O)CN2C(=O)c2ccccc2F)O1)N1CCCCC1	-2.0
CC(C)NC(=O)N(C)C[C@H]1Oc2ccc(NC(=O)CCN3CCOCC3)cc2C(=O)N([C@@H](C)CO)C[C@H]1C	0.2
COc1ccc(S(=O)(=O)Nc2cccc3c2O[C@H](CN(C)C)[C@@H](C)CN([C@@H](C)CO)C3=O)cc1	0.0
C[C@@H]1CN([C@H](C)CO)C(=O)c2cccc(NS(=O)(=O)c3ccc(Cl)cc3)c2O[C@H]1CN(C)C(=O)Nc1ccc(C(F)(F)F)cc1	0.1
O=C(NCCc1ccccc1)[C@H]1[C@H](CO)[C@H]2Cn3c(cccc3=O)[C@@H]1N2Cc1ccccn1	-0.5
CCC(=O)Nc1ccc2c(c1)OC[C@H](C)N(C(=O)COC)C[C@@H](C)[C@@H](OC)CN(C)C2=O	-5.1
O=C(Nc1ccc(Cl)cc1)N[C@@H]1CC[C@@H](CCn2cc(-c3ccccc3F)nn2)O[C@@H]1CO	0.7
O=C(N[C@H]1CC[C@@H](CCNS(=O)(=O)Cc2ccccc2)O[C@H]1CO)c1ccc2c(c1)OCO2	0.1
CC(C)C#Cc1ccc2c(c1)O[C@@H](CN(C)CC1CCCC1)[C@H](C)CN([C@@H](C)CO)S2(=O)=O	-1.2
C[C@H]1CCCCO[C@H](CN(C)Cc2ccc3c(c2)OCO3)[C@@H](C)CN([C@@H](C)CO)C(=O)c2cc(NS(=O)(=O)c3ccc(Cl)cc3)ccc2O1	-0.8
CNC[C@@H]1OCCCC[C@@H](C)Oc2ccc(NC(=O)Nc3c(C)noc3C)cc2C(=O)N([C@@H](C)CO)C[C@H]1C	-1.2
Additional entries.
SMILES	TcdB inh
C[C@H](CO)N1C[C@H](C)[C@H](CN(C)C)Oc2ccc(NC(=O)CCN3CCOCC3)cc2C1=O	0.2
O=C(Nc1ccccc1F)N1C[C@@H]2[C@H](c3ccccc31)[C@H](CO)N2C(=O)c1ccccc1F	0.6
C[C@@H]1CN([C@H](C)CO)C(=O)Cc2cc(NS(=O)(=O)c3cccs3)ccc2O[C@H]1CN(C)S(C)(=O)=O	0.3
C[C@@H]1CN([C@H](C)CO)C(=O)Cc2cc(NC(=O)Cc3cn(C)c4ccccc34)ccc2O[C@H]1CN(C)Cc1ccncc1	0.1
CO[C@@H]1CN(C)C(=O)c2ccc(NC(=O)C3CC3)cc2OC[C@@H](C)N(CC2CC2)C[C@H]1C	0.4
CCC(=O)N1CC[C@@H]2[C@H]1c1cc(-c3ccc(C(=O)N(C)C)cc3)ccc1N[C@@H]2CO	0.5
CNC(=O)C[C@H]1CC[C@H]2[C@H](COc3ccc(NC(=O)NC4CCCC4)cc3C(=O)N2C)O1	0.5
O=C(O)[C@@H]1[C@@H](CO)[C@@H]2Cn3c(ccc(-c4cccnc4)c3=O)[C@H]1N2C(=O)Nc1cc(F)ccc1F	-0.4
C[C@H]1CN([C@@H](C)CO)C(=O)c2cccc(NC(=O)c3nc4ccccc4s3)c2O[C@@H]1CN(C)C(=O)NC1CCCCC1	0.5
CCCNC(=O)N(C)C[C@@H]1Oc2cc(-c3cncnc3)ccc2S(=O)(=O)N([C@H](C)CO)C[C@H]1C	-1.2
C[C@H]1CN([C@@H](C)CO)C(=O)c2cc(NC(=O)Cn3cnnn3)ccc2O[C@@H]1CN(C)S(=O)(=O)c1ccccc1	-0.9
C[C@H]1CN([C@@H](C)CO)C(=O)Cc2cc(NC(=O)Nc3cccc4ccccc34)ccc2O[C@@H]1CN(C)Cc1ccc(C(=O)O)cc1	-1.1
COCC(=O)N1C[C@H](C)[C@H](OC)CN(C)C(=O)c2cc(NC(=O)c3ccccc3)ccc2OC[C@H]1C	-3.7
Cc1noc(C)c1NC(=O)Nc1cccc2c1O[C@H](CN(C)S(=O)(=O)c1ccc(Cl)cc1)[C@@H](C)CN([C@@H](C)CO)C2=O	0.1
CCNC(=O)C[C@H]1CC[C@H]2[C@@H](COc3ccc(NS(=O)(=O)c4ccccc4C)cc3C(=O)N2C)O1	-1.1
O=C(C1CC1)N1CC2(C1)[C@H](c1ccccc1)[C@H](CO)N2C(=O)c1cccnc1	-5.7
COCC(=O)N1CC2(CCN(Cc3ccccc3)CC2)c2c(n(C)c3cc(OC)ccc23)[C@@H]1CO	-0.3
CC(C)NC(=O)Nc1ccc2c(c1)C(=O)N([C@H](C)CO)C[C@H](C)[C@H](CN(C)Cc1ccc(C(F)(F)F)cc1)OCCCC[C@@H](C)O2	1.3
Cc1ccc(S(=O)(=O)Nc2cccc3c2O[C@H](CN(C)C(=O)Nc2c(C)noc2C)[C@@H](C)CN([C@H](C)CO)C3=O)cc1	-13
C[C@@H]1CN([C@H](C)CO)C(=O)c2cccc(NC(=O)c3nc4ccccc4s3)c2O[C@H]1CN(C)Cc1ccc(C(=O)O)cc1	0.8
C[C@@H]1CN([C@@H](C)CO)S(=O)(=O)c2ccc(-c3ccccc3F)cc2O[C@H]1CN(C)Cc1cccnc1	-1.0

Exported in CSV form: part of the list above.
SMILES,TcdB inh
CO[C@H]1CN(C)C(=O)c2ccc(NC(=O)c3ccc4c(c3)OCO4)cc2OC[C@@H](C)NC[C@@H]1C,0.3
CN(C)CC#Cc1ccc([C@H]2[C@@H](CO)N3CCCCN(C(=O)c4ccc5c(c4)OCO5)C[C@@H]23)cc1,-0.1

This is a subset; count on the stated rates, not on these rows.
